# Screening data deposited in PubChem by National Center for Advancing Translational Sciences (NCATS).
# A549 tox: Nrf2 qHTS screen for inhibitors: counterscreen for cytotoxicity | 390,000 compounds, 0.16% hits | Potency, µM (highest dose often 46 µM), inactives show at the top dose activity change, negative = cytotoxicity, actives largely listed as inhibitors | A549 ARE-Fluc cells, CellTiter-Fluor viability, 18-24 h; also: % is scaled to controls: 0 for no effect and ±100 for the full control effect
#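 Cytotoxicity counterscreen: CellTiter-Fluor fluorescence was measured in A549 ARE_Fluc cells after 18-24 h of compound exposure in a concentration series. The subsequent BugLite luminescent read reports ARE-luciferase activity.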
# ATXN2 expr inh: Primary qHTS for Inhibitors of ATXN expression; HEK-293 ATXN2-luciferase reporter, luminescence, 24 h; Potency, µM (series often up to 57 µM), for the others: top-dose activity change, negative = inhibition, actives largely listed as inhibitors; 360,000 compounds, 0.72% hits; AID 1745845, 2022; also: % is scaled to controls: 0 for no effect and ±100 for the full control effect; nearly all actives have a fitted effect of over 55% in size
#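 qHTS (up to 57 uM final) was run with 24 h compound exposure of reporter cells at 37 °C. Each well was multiplexed: SteadyGlo luminescence measured ATXN2-luciferase expression after a fluorogenic Gly-Phe-AFC viability readout (25 uM final).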
# MCF10A rerep: A quantitative high throughput screen for small molecules that induce DNA re-replication in MCF 10a normal breast cells | MCF 10A DNA re-replication, Hoechst nuclear intensity, 48 h | Potency, µM (series often up to 46.1 µM), without a hit: at the top dose activity, positive = re-replication, most hits filed as activators | 350,000 compounds, 2.9% hits; also: % of control where 0% means no effect; nearly all actives have a fitted effect of over 50% in size
# EPAC2 antag: qHTS for Antagonist of cAMP-regulated guanine nucleotide exchange factor 2 (EPAC2): primary screen; EPAC2 GEF exchange of Rap1B-BODIPY-GDP, fluorescence; Potency, µM (doses to about 114 µM), for inactives: at the highest dose activity, negative = inhibition, most hits filed as inhibitors; 360,000 compounds, 0.18% hits; AID 720708, 2013; also: % is scaled to controls: 0 for no effect and ±100 for the full control effect; nearly all actives have a fitted effect of over 45% in size; many of its hits are not listed in these tables
# Target sequence (Q8WZA2 whole entry, looked up): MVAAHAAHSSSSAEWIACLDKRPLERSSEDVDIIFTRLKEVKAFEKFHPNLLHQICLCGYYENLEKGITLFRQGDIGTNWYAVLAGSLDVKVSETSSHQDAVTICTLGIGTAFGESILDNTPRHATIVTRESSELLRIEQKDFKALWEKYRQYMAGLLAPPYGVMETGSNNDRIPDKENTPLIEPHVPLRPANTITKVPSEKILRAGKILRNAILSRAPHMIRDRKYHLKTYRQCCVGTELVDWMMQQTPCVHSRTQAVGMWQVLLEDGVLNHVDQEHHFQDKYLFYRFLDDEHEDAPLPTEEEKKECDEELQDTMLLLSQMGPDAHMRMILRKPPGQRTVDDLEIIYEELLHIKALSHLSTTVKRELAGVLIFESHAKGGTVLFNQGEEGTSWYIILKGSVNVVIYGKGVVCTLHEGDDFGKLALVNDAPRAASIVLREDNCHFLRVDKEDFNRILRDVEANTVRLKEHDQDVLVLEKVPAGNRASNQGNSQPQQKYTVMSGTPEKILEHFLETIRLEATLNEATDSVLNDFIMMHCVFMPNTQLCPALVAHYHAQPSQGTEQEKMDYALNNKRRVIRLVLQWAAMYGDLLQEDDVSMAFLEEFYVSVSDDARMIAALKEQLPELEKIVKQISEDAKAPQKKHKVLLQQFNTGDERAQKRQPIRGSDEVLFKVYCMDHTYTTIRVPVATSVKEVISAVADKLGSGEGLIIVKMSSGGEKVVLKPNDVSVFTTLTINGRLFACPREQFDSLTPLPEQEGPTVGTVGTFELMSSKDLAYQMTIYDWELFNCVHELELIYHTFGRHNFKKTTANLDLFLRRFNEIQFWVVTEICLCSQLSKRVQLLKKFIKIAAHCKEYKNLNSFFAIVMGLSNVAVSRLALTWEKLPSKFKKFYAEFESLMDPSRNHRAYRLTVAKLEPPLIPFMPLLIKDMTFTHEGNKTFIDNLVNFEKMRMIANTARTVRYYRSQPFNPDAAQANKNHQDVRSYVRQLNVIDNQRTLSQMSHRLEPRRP
# ATXN viability: Viability Counterscreen for Primary qHTS for Inhibitors of ATXN expression | 400,000 compounds, 0.49% hits | S2 cells (HEK-293 line with an ATXN2-luciferase reporter) viability, CellTiter-Fluor protease fluorescence, 24 h | AID 651635, 2014 | Potency, µM (highest dose often 56.7 µM), most hits filed as cytotoxic; also: nearly all actives have a fitted effect of over 40% in size
# Nrf2 block: Nrf2 qHTS screen for inhibitors; A549 ARE-Fluc reporter, luciferase luminescence, 18-24 h; Potency, µM (doses to about 46 µM), for the others: at the top dose activity change, negative = inhibition, actives largely listed as inhibitors; 360,000 compounds, 2.1% hits; AID 504444, 2011; also: % is scaled to controls: 0 for no effect and ±100 for the full control effect; nearly all actives have a fitted effect of over 60% in size
#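 Nrf2 function is reported as luminescence of an ARE-controlled luciferase in A549 cells. Compounds were tested at several concentrations, and a CellTiter-Fluor read on the same wells flagged cytotoxicity.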
# HepG2 viability: qHTS for Inhibitors of TGF-b: Cytotox Counterscreen. 410,000 compounds, 0.76% hits. HepG2 CAGA-GFP viability, ATP luminescence, 18 h. AID 588856, 2011. Potency, µM (series often up to 46.1 µM), without a hit: at the highest dose activity change, negative = cytotoxicity, most hits filed as cytotoxic; also: some results filed as inactive show a strong effect at the top dose
#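 HepG2 CAGA-GFP cells (1000/well, DMEM with 1% FBS) received compound, then TGF-beta at 500 pg/mL final, and were incubated 18 hours at 37 degrees C. Viability was read by CellTiter-Glo luminescence. Media-only wells were set as complete cell-killing and DMSO as no toxicity.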
# TGFb inhibitor: qHTS for Inhibitors of TGF-b; 410,000 compounds, 1.2% hits; AID 588855, 2011; HepG2 CAGA-GFP TGF-b/SMAD3 reporter, GFP fluorescence, 18 h; TGF-beta stimulated, 500 pg/mL final; Potency, µM (highest dose often 46.1 µM), without a hit: top-dose activity, negative = inhibition, hits mostly inhibitors; also: % is scaled to controls: 0 for no effect and ±100 for the full control effect; nearly all actives have a fitted effect of over 65% in size
#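 Using HEPG2 CAGA-GFP reporter cells at 1000 cells/well, we pinned test compounds, stimulated with recombinant TGF-beta (500 pg/mL final) and measured total well GFP after 18 h.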
# Nrf2 activator: qHTS of Nrf2 Activators. AID 624171, 2012. Potency, µM (highest dose often 46.1 µM), without a hit: at the highest dose activation, usual class: activators. 410,000 compounds, 0.31% hits. AREc32 ARE-luciferase reporter (MCF7-derived line), luminescence, 24 h; also: % of control where 0% means no effect; nearly all actives have a fitted effect of over 65% in size
#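 Cells of the AREc32 ARE-luciferase line are plated in OPTI-MEM containing 5% FBS and left overnight at 37 deg C. Compounds are pinned in, incubation continues 24 hr, and firefly luciferase signal is then measured.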
# * hit, by the source's call; i = inactive; ? = inconclusive; / = not tested or not shown; [ ] = dose if it differs, or a comment. Calls follow the shape of the dose curve; as a rule, active = well fitted curve in the direction sought with a large enough effect; inconclusive = small, poorly fitted or top-dose-only effect, or another doubt; inactive = no such curve, though single readings can be large; an effect the other way counts as inactive or inconclusive. Potency is read from the fitted curve at half-maximal effect. This is a subset, so the mix of outcomes need not match the whole.
1: Nc1nc(-c2ccc(-n3nncc3-c3ccco3)cc2)cs1
2: Cc1cccc(OCC(=O)OCc2cc(=O)n3nc(C4CCCCC4)sc3n2)c1
3: C=CCc1ccc(OCC(O)CN2CCC(Cc3ccccc3)CC2)c(OC)c1 (configuration not stated)
4: Cc1cc(C)c2oc(-c3ccc(NC(=O)COc4ccccc4C)cc3)nc2c1
5: Cc1ccc(NC(=O)CN2C(=O)C(c3ccc(F)cc3)=NC23CCCCCC3)c(C)c1
6: COc1ccc2[nH]c(C(=O)N/N=C/c3ccc(O)cc3O)cc2c1
7: O=C(Nc1ccc(Oc2ccccc2)cc1)c1ccc(F)c(S(=O)(=O)N2CCN(c3cccc(Cl)c3)CC2)c1
8: CCC1CN(C(=O)N2CCC(C(=O)NCCc3ccc(C)cc3)CC2)c2ccccc2O1 (configuration not stated)

Compound,1,2,3,4,5,6,7,8
HepG2 viability,-1%,11%,-38%,-5%,-29%,1%,-3%,3%
TGFb inhibitor,-4%,2%,?,3%,/,2%,-1%,0%
Nrf2 activator,2.2%,0.0%,2.2%,11%,-0.5%,-0.5%,0.1%,-0.3%
MCF10A rerep,23µM*,/,7%,/,/,?,/,/
ATXN2 expr inh,3%,10%,-28%,/,/,/,/,/
A549 tox,1%,5%,?,3%,?,-30%,-2%,-4%
EPAC2 antag,-7%,/,-7%,/,/,6%,/,/
Nrf2 block,?,?,/,2%,?,2.3µM*,/,12%
ATXN viability,i,i,?,/,/,i,/,/

9: Cc1c(C(=O)NC2CCCc3ccccc32)oc2ccccc12 (configuration not stated)
10: Cc1ccc(Cn2nnc3c(=O)[nH]c(C4CCN(S(=O)(=O)c5cc(C)ccc5C)CC4)nc32)cc1
11: COc1ccc(-c2ccc(C)cc2)cc1[C@H]1[C@@H]2C=CCC[C@@]2(C)C(=O)N1Cc1ccccc1
12: O=C(NCCc1ccccc1)c1cc(-c2cccc(Cl)c2)on1
13: CC(C)(C)NC(=O)C(c1ccco1)N(C(=O)Cn1nnc(-c2ccc(F)cc2)n1)c1ccccc1 (configuration not stated)
14: NC12CCc3c(no[n+]3[O-])C1(O)CC(c1ccccc1)=[N+]2[O-] (configuration not stated)
15: Cc1ccc(S(=O)(=O)N2CCN(C(=O)c3ccccc3Cc3ccccc3)CC2)c(C)c1
16: CCC(C(=O)NCc1ccco1)N(C(=O)CNS(=O)(=O)c1ccccc1)c1ccc(OC)cc1 (configuration not stated)

Compound,9,10,11,12,13,14,15,16
HepG2 viability,-8%,-24%,-20%,-14%,-1%,2%,-13%,2%
TGFb inhibitor,2%,16µM*,?,3%,4%,-12%,11µM*,9%
Nrf2 activator,2.7%,-0.2%,4.6%,-0.5%,-0.2%,0.3%,-0.6%,0.2%
MCF10A rerep,12%,?,?,/,-7%,-11%,?,?
ATXN2 expr inh,12%,-3%,?,4%,-12%,-5%,-31%,-17%
A549 tox,-1%,-22%,-4%,-1%,2%,3%,10%,-7%
EPAC2 antag,3%,-3%,2%,/,-2%,7%,4%,-1%
Nrf2 block,-9%,?,?,0%,/,10%,-28%,10%
ATXN viability,i,i,i,i,i,i,i,i

17: COc1ccc(CCNC(=S)NC(=O)c2ccccc2)cc1OC
18: CC(=O)C1C(=O)c2c(cccc2[N+](=O)[O-])C1=Nc1ccc(S(N)(=O)=O)cc1 (configuration not stated)
19: COCCNC(=O)c1ccc(C(=O)NCCOC)s1
20: C[C@H](CO)N1C[C@H](C)[C@@H](CN(C)C(=O)c2cnccn2)Oc2ncc(Br)cc2C1=O
21: Cc1ccc(SCC(=O)NNC(=O)c2cncc(Br)c2)cc1
22: CCOC(=O)c1c(C)[nH]c(C)c1S(=O)(=O)N(C)CC(=O)Nc1ccc(C)c(F)c1
23: Cc1cc(Oc2ncccc2[N+](=O)[O-])c2cc(Cl)ccc2n1
24: Cc1cc(C)cc(NC(=S)/C(=C(\[O-])c2ccc(Cl)cc2Cl)[n+]2ccc(C(C)(C)C)cc2)c1

Compound,17,18,19,20,21,22,23,24
HepG2 viability,-8%,-14%,5%,2%,-3%,-27%,-8%,5%
TGFb inhibitor,-22%,-11%,-20%,1%,14%,?,-6%,-23%
Nrf2 activator,0.2%,7.7%,-0.2%,-0.9%,-0.7%,4.6%,6.4%,0.3%
MCF10A rerep,7%,5%,-3%,/,-3%,/,5%,13%
ATXN2 expr inh,0%,-9%,-3%,-5%,-10%,-19%,-11%,/
A549 tox,-3%,?,7%,/,1%,11%,-3%,21%
EPAC2 antag,-2%,-10%,-3%,7%,14%,/,-2%,6%
Nrf2 block,/,-3%,0%,/,1%,?,6%,20%
ATXN viability,i,i,i,i,i,?,i,?

25: COCCNCC(=O)Nc1ccccc1Sc1ccccc1
26: COc1cc(OC)c(C2=NOC(C(=O)Nc3cc(C)nn3-c3ccccc3)C2)cc1Cl (configuration not stated)
27: Cc1ccc(C=NNC(=O)C(=O)Nc2ccc(Cl)c([N+](=O)[O-])c2)cc1
28: O=C(Nc1nc2c(F)cccc2s1)c1ccc2c(c1)OCCO2
29: CC(C)c1nnc(NC(=O)c2nc(SCc3ccc(F)cc3)ncc2Cl)s1
30: Cn1c(SCc2ccccc2F)nnc1-c1ccccn1
31: CCOc1ccc(S(=O)(=O)NN=C(C)c2cccnc2)cc1
32: O=C(Cc1cccs1)N1CCCC(c2nc3c(nnn3Cc3cccc(Cl)c3)c(=O)[nH]2)C1 (configuration not stated)

Compound,25,26,27,28,29,30,31,32
HepG2 viability,2%,-2%,1%,-39%,-20%,-6%,-2%,-6%
TGFb inhibitor,4%,-10%,8%,7%,-13%,-1%,8%,-13%
Nrf2 activator,-0.1%,2.4%,-0.6%,5.9%,5.8%,3.8%,-1.6%,1.6%
MCF10A rerep,0%,1%,/,/,/,-11%,11%,5%
ATXN2 expr inh,2%,-17%,12%,-66%,7%,/,6%,-5%
A549 tox,1%,-7%,/,-1%,-2%,5%,11%,7%
EPAC2 antag,-20%,-2%,-8%,/,/,2%,1%,-3%
Nrf2 block,-2%,?,/,/,11%,20%,2%,11%
ATXN viability,i,i,i,i,i,i,i,i

33: CC(O)[C@H]1CNCCN1CCc1cc(C(F)(F)F)cc(C(F)(F)F)c1 (some centres not stated)
34: COc1ccc(NC(=O)c2cc(-c3ccccc3O)no2)cc1
35: CC(C)c1ccc(NC(=O)COC(=O)[C@H](CCC(N)=O)NC(=O)c2ccc(F)cc2)cc1
36: CCOc1ccccc1CNC(=O)Cn1cc2c(n1)-c1c(oc(C(=O)N3CCCC3)c1C)CC2
37: C/C(=N\N1C(=O)c2ccccc2NC1c1ccco1)c1ccccc1O (configuration not stated)
38: CCOC(=O)Cn1c(=O)oc2cc(S(=O)(=O)NC(C)(C)CC)ccc21
39: Cc1ccc2nc(SCC(=O)Nc3oc(C)c4c(C)n[nH]c(=O)c34)[nH]c2c1
40: CCc1ccccc1NC(=O)Cn1c(=O)n(CCc2ccccc2)c(=O)c2sc3ccccc3c21

Compound,33,34,35,36,37,38,39,40
HepG2 viability,-13%,12%,7%,-30%,-44%,-7%,0%,-2%
TGFb inhibitor,-13%,1%,-9%,?,?,-13%,11%,-8%
Nrf2 activator,5.0%,4.5%,2.4%,0.1%,-0.9%,-1.2%,-0.3%,-0.6%
MCF10A rerep,-22%,/,15%,/,4.1µM*,-4%,-4%,/
ATXN2 expr inh,-17%,14%,6%,/,/,1%,9%,9%
A549 tox,?,?,4%,-25%,-1%,-3%,-1%,-8%
EPAC2 antag,4%,/,-17%,/,-26%,2%,-11%,/
Nrf2 block,?,?,7%,?,?,1%,8%,7%
ATXN viability,i,?,i,/,/,i,i,i

41: CSCCC(NC(=O)c1ccccc1)C(=O)O (configuration not stated)
42: O=C(CN1C(=O)NC2(CCCCCC2)C1=O)NCc1ccco1
43: CC(Cc1ccccc1)NC(=O)CN1C(=O)c2ccccc2S1(=O)=O (configuration not stated)
44: CCc1noc(C)c1C(=O)NNC(=O)c1ccc(N(CC)CC)cc1
45: CC(=O)N1CCN(S(=O)(=O)c2cccc(C(=O)Nc3ccc(OC(F)F)cc3)c2)CC1
46: Cc1ccc(C(C2C(=O)CC(C)(C)CC2=O)C2C(=O)CC(C)(C)CC2=O)s1
47: CCN(CC)c1ccc(/C=N/N2C(C)CCCC2C)c(O)c1 (configuration not stated)
48: Cc1ccc(C)c(Cn2c3ccccc3c3cnn(CC(=O)NC(C)CCc4ccccc4)c(=O)c32)c1 (configuration not stated)

Compound,41,42,43,44,45,46,47,48
HepG2 viability,3%,-31%,-7%,0%,-16%,-29%,-15%,0%
TGFb inhibitor,-1%,-18%,9%,-6%,-22%,?,-9%,-1%
Nrf2 activator,-0.5%[9.22 µM],-0.4%,-0.1%,0.2%,0.3%,-0.3%,-0.1%,0.0%
MCF10A rerep,?,5%,-3%,13%,0%,18µM*,13%,/
ATXN2 expr inh,-19%,2%,-2%,/,-13%,-7%,2%,/
A549 tox,5%,5%,-3%,0%,9%,-8%,-1%,-16%
EPAC2 antag,24%,-1%,2%,4%,3%,5%,-7%,/
Nrf2 block,-6%,4%,3%,7%,-27%,3%,?,4%
ATXN viability,i,i,i,i,i,i,i,/

# Arranged by count of non-hydrogen atoms (rising): 4 of the compounds above.
47: CCN(CC)c1ccc(/C=N/N2C(C)CCCC2C)c(O)c1 (configuration not stated)
42: O=C(CN1C(=O)NC2(CCCCCC2)C1=O)NCc1ccco1
46: Cc1ccc(C(C2C(=O)CC(C)(C)CC2=O)C2C(=O)CC(C)(C)CC2=O)s1
48: Cc1ccc(C)c(Cn2c3ccccc3c3cnn(CC(=O)NC(C)CCc4ccccc4)c(=O)c32)c1 (configuration not stated)

Compound,47,42,46,48
HepG2 viability,-15%,-31%,-29%,0%
TGFb inhibitor,-9%,-18%,?,-1%
Nrf2 activator,-0.1%,-0.4%,-0.3%,0.0%
MCF10A rerep,13%,5%,18µM*,/
ATXN2 expr inh,2%,2%,-7%,/
A549 tox,-1%,5%,-8%,-16%
EPAC2 antag,-7%,-1%,5%,/
Nrf2 block,?,4%,3%,4%
ATXN viability,i,i,i,/
